MITF primary = MITF inhibitors, primary screen, biochemical, AlphaScreen, human; Microphthalmia-associated transcription factor (Homo sapiens), O75030; AlphaScreen MITF homodimerization, bead proximity signal; inhibition, % at 2.6 µM; 0.91% of 650,000 active; AID 1259374, 2018; in the data active means inhibition above about 50%;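 further: 0% = vehicle wells with protein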
Target sequence (O75030 whole entry, looked up): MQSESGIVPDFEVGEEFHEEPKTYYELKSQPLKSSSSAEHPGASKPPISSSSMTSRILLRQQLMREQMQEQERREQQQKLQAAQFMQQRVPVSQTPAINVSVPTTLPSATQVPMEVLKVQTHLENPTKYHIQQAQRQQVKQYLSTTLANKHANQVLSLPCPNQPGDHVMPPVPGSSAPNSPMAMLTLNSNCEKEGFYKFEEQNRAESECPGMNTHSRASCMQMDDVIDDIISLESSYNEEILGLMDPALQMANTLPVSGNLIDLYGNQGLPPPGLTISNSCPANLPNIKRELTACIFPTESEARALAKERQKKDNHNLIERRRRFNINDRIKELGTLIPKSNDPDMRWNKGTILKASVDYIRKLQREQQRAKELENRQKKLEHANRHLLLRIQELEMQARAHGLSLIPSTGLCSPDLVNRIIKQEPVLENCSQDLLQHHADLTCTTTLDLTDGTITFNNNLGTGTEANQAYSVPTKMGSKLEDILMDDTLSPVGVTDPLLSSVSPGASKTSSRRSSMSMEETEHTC
FBW7 activator = FBW7 E3 ligase activators, primary screen, biochemical, AlphaScreen, human. normalized activity (activation), % at 26.1 µM. AlphaScreen FBW7–phospho-cyclin E peptide binding, activator screen. 0.13% of 650,000 active. F-box/WD repeat-containing protein 7 (Homo sapiens), Q969H0; in the data active means normalized activity above about 1.9%;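 further: purified mutant Fbw7 with reduced substrate affinity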
TEAD-YAP block = TEAD-YAP interaction inhibition, primary screen, TEAD-YAP interaction inhibitor project, luminescence, HEK-TIYL cells; TEAD-Gal4/YAP UAS-luciferase luminescence; inhibition, % at 9.12 µM; 1.4% of 640,000 active; in the data active means inhibition above about 32%;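 further: 0% = median of test compound wells and 100% = reference inhibitor wells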
GPR151 activ = activators of human GPR151, primary screen, cell-based, PathHunter beta-arrestin, luminescence; PathHunter beta-arrestin GPR151 cells; activation, % at 11.2 µM; 1% of 650,000 active; AID 1508602, 2020; in the data active means activation above about 4.9%;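 further: 0% = median of compound wells and 100% = cells with positive control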
Target sequence (Q8TDV0 whole entry, looked up): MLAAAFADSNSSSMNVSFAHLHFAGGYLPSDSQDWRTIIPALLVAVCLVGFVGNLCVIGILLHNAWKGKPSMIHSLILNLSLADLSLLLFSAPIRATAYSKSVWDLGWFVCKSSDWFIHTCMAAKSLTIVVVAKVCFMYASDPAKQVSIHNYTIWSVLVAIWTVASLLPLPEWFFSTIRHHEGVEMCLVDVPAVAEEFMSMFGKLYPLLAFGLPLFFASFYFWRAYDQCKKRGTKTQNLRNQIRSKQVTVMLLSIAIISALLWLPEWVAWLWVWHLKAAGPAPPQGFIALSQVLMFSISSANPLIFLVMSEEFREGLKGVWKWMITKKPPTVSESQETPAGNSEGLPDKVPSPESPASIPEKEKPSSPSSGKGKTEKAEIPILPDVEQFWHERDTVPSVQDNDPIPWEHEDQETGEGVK
* marks the source's active call; other numbers are inactive results.

smiles,MITF primary,GPR151 activ,FBW7 activator,TEAD-YAP block
Cc1nc2cc(-c3cccc(F)c3)nn2c(C)c1CCC(=O)O,-3,-3.1,-0.1,43*
COC(CNS(=O)(=O)c1ccc(NC(C)=O)cc1)OC,10,-0.8,0.2,13
O=C(c1cccs1)N(c1ccccc1)c1ccc2ccccc2c1,-3,-2.0,0.1,0
COc1cc(O)c2c(=O)cc(-c3ccccc3)oc2c1,1,-0.2,0.0,-5
O=C(O)CCC(=O)N1N=C(c2ccccc2)CC1c1cc2cc3c(cc2nc1Cl)OCCO3 (stereo not given),12,-1.8,0.1,-13
Cc1nc(NCCNC(=O)Nc2ccccc2)cc(-n2cccn2)n1,4,0.3,0.0,-5
Oc1ccc(Br)cc1C1CC(c2ccc3c(c2)OCO3)=NC(c2c(F)cccc2Cl)N1 (stereo not given),-2,-0.4,0.0,18
O=C(c1cccnc1Nc1ccc2[nH]ncc2c1)N1CCOCC1,0,-0.5,0.0,-10
Cc1sc2ncn(CC(=O)Nc3nc4ccccc4s3)c(=O)c2c1S(=O)(=O)N1CCCCC1,-4,0.1,-0.1,-4
CC(C)OC(=O)c1ccc(NC(=O)C2CC(=O)N(Cc3ccccc3)C2)cc1 (stereo not given),7,-0.6,0.2,8
O=S(=O)(c1cccs1)N(CC1CC1)C1CCN(CCc2cccs2)CC1,4,-0.1,0.5,0
Cc1ccc(C(=O)N/C(=C/C=C\c2ccccc2)C(=O)NCC2CCCO2)cc1 (stereo not given),8,-0.5,-0.1,-2
CC(=O)Nc1ccc(Nc2coc3ccc4c(C)cc(=O)oc4c23)cc1,12,0.1,0.1,9
COc1cccc(OC)c1C(=O)Nc1ccc2oc(-c3ccncc3)nc2c1,-12,-0.9,-0.4,0
O=C(NCCCO)C(=O)Nc1ccc(Oc2ccccc2)cc1,6,0.2,0.2,24
CCOC(=O)N1CCc2c(sc3[nH]c(=O)n(-c4cccc(Cl)c4)c(=O)c23)C1,-9,0.7,-0.1,0

Compound profiles (already shown). Order of values: MITF primary | GPR151 activ | FBW7 activator | TEAD-YAP block
Cc1ccc(C(=O)N/C(=C/C=C\c2ccccc2)C(=O)NCC2CCCO2)cc1 (stereo not given) is listed as 8 | -0.5 | -0.1 | -2
O=S(=O)(c1cccs1)N(CC1CC1)C1CCN(CCc2cccs2)CC1 is listed as 4 | -0.1 | 0.5 | 0
CC(=O)Nc1ccc(Nc2coc3ccc4c(C)cc(=O)oc4c23)cc1 is listed as 12 | 0.1 | 0.1 | 9
CCOC(=O)N1CCc2c(sc3[nH]c(=O)n(-c4cccc(Cl)c4)c(=O)c23)C1 is listed as -9 | 0.7 | -0.1 | 0
O=C(NCCCO)C(=O)Nc1ccc(Oc2ccccc2)cc1 is listed as 6 | 0.2 | 0.2 | 24

Remaining list, next part:
smiles,MITF primary,GPR151 activ,FBW7 activator,TEAD-YAP block
O=C1c2ccccc2C(=O)N1CNc1ccc(-c2ccc([N+](=O)[O-])cc2)cc1,5,-1.1,0.3,1
COc1ccc(OCC(=O)N/N=C(\C)c2ccc(F)cc2)c(Br)c1,-15,1.0,0.1,0
CCOC(=O)/C(=C/c1ccc(F)cc1)NC(C)=O,4,0.2,-0.1,1
CC1(C)CC(=O)c2c(oc3ccc(NS(=O)(=O)c4ccc(Cl)cc4)cc23)C1,-4,0.5,-0.3,4
O=C(Cn1cc(NC(=O)c2ccco2)cn1)NCCCn1nnc2ccccc21,-10,0.4,-0.1,-3
Cc1ccccc1OC(C)C(=O)Nc1sc(C)c(C)c1C(N)=O (stereo not given),7,-0.7,-0.4,-1
CCc1nc(CN2CCC(Oc3cccc(C(=O)N4CCOCC4)c3)CC2)c(C)[nH]1,9,1.0,0.0,6
O=C(NCc1cccnc1)c1cccc(Nc2ccncn2)n1,10,0.8,0.2,9
NC(=O)c1ccc(-c2nccc(NCCCN3CCCC3=O)n2)cc1,-2,1.0,0.0,4
COc1cccc(CN(C(=O)Nc2ccc(-c3cn[nH]c3)cc2OC)C(C)C)c1,3,-0.6,0.3,-21
CCOc1ccc(/C=C2\N=C(c3ccccc3F)OC2=O)cc1OC,14,0.7,0.6,4
O=C1CCCN1CCn1cnc2c(NCc3cccc(C(F)(F)F)c3)nc(Nc3ccccc3)nc21,7,1.8,0.1,5
CCOC(=O)N1CCN(S(=O)(=O)c2ccc3c(c2)CCN3C(=O)C2CC2)CC1,8,-0.8,-0.3,5
CCOc1cccc(N(CCCN2C(=O)c3cccc4cccc(c34)C2=O)C(=O)c2ccc(S(=O)(=O)N(CC)CC)cc2)c1,5,1.4,0.0,9
CCCn1c(=NC(=O)C(C)(C)C)c(C(=O)OCC)cc2c(=O)n3ccccc3nc21,-3,0.6,0.6,7
CCOCCCNC(=O)c1ccc(Cn2c(=S)[nH]c3ccc(Br)cc3c2=O)cc1,2,0.4,0.2,4
O=C(CSc1nc2ccc(Br)cc2[nH]1)NC1CCCCC1,-8,-0.3,-0.1,0
CCOC(=O)c1c(NC(=O)c2cc(C3CC3)on2)sc2c1CCCC2,0,-0.6,0.0,6
O=C(Cc1ccc(Br)cc1)OCC(=O)c1ccc[nH]1,39,-1.2,0.6,6
Cn1ccnc1Sc1nc2c(c(=O)n(C)c(=O)n2C)n1Cc1ccc(Cl)c(Cl)c1,4,0.7,-0.2,12
COc1cccc(-c2ccc(=O)n(CC(=O)Nc3ccc(-n4cnnn4)cc3)n2)c1,-6,1.1,-0.2,-1
OCCC1CN(Cc2ccsc2)CCN1Cc1ccc(F)c(F)c1 (stereo not given),2,-0.4,-0.1,7
Cc1ccc2oc(=O)c3cnn(CC(=O)Nc4cnc5ccccc5c4)c3c2c1,12,0.1,0.0,1
Cc1[nH]c2ccc(Br)cc2c(=O)c1CN(C)C1CCCCC1,4,-0.5,0.1,8
COc1cc(-c2nnc(SCc3cccnc3)n2C)cc(OC)c1O,13,0.0,0.0,3
Cc1ccc(N2C(=S)N=C(Nc3cccc(C)c3)C23CCCC3)cc1,8,1.4,-0.1,22
CC(C)/C=N/NC(=O)c1cccc([N+](=O)[O-])c1,-6,2.1,0.1,-3
CCC(C)N(C(=O)c1csnn1)C(C(=O)NC(C)(C)CC)c1ccccn1 (stereo not given),-5,2.1,0.0,1
Cc1occc1-c1nnc(SCC(=O)c2ccc(NC(=O)CC(C)C)cc2)o1,0,1.1,-0.1,0
COc1ccc(CCNC(=O)Cn2cnc3sc(C)c(S(=O)(=O)N4CCOCC4)c3c2=O)cc1OC,-8,0.8,-0.2,-2
COc1cccc(CN[C@H]2C[C@@H](C(=O)NC(C)C)N(Cc3ccccc3Cl)C2)c1,6,1.3,0.1,0
O=C(Cn1c(NCCCO)nc2ccccc21)c1cccc([N+](=O)[O-])c1,-5,-0.1,-0.2,12
O=C(COc1ccc(F)cc1)Nc1nc(CN2CCc3ccccc3C2)cs1,6,1.4,-0.2,8
O=C(NCC1CCOCC1)c1cc(COc2ccc3ncccc3c2)on1,-10,0.5,-0.1,33*
O=P(Cc1ccncc1)(c1ccccc1)c1ccccc1,-3,1.8,0.0,-8
NS(=O)(=O)c1ccc(CCNC(=S)NC(=O)c2cccs2)cc1,-12,-0.1,-0.1,2
O=C(CCl)NNC(=O)c1ccccc1O,10,-0.1,-0.1,-4
COC(=O)c1ccc(NC(=O)CN2CCC(Cn3c(C)nc4ccccc43)CC2)cc1,68*,0.3,-0.1,12
Cn1ncc(C(C#N)c2nc3ccccc3s2)c(Cl)c1=O (stereo not given),5,-2.4,-0.3,-3
CCOc1ccc2nc(N3CCC(C(=O)NC(CC)c4ccncc4)CC3)nc(C)c2c1 (stereo not given),-8,0.5,0.3,-7
NS(=O)(=O)c1ccc(N=NN2CCOCC2)cc1,9,-0.3,0.1,-4
COC(=O)C(CC(C)C)NS(=O)(=O)c1ccc(I)cc1 (stereo not given),5,0.7,0.0,7
O=C(COC(=O)CN1C(=O)C(=O)c2ccccc21)Nc1ccc(Cl)cc1,3,0.1,0.2,19
O=C(NCc1cccnc1)c1cc(-c2ccncc2)nc2ccccc12,3,0.1,-0.1,8
Cc1cccc(C2=N/C(=C/c3ccc(N(C)C)cc3)C(=O)O2)c1,1,1.4,-0.1,0
O=C(CSc1nc2ccccc2c(=O)n1CC1CCC(C(=O)NCc2ccco2)CC1)Nc1ccccc1C(F)(F)F (stereo not given),21,-0.3,0.1,4
COc1cccc(CC(C2CCN(Cc3cnn(C)c3)CC2)N(C)C(=O)C2CC2)c1 (stereo not given),4,-1.1,0.0,5
Cc1ccnc(NC(=O)Cn2c3ccccc3c(=O)c3ccccc32)c1,-9,-1.4,-0.2,4
COCCCNC(=O)C1CCC(=O)N1C1CCCCC1 (stereo not given),-10,-0.2,0.0,-8
CC(C)c1nnc(SCC(=O)N2CCCc3ccccc32)n1C,7,0.4,-0.1,3
COc1ccccc1CCc1nnc(CCC(=O)N2CCN(C)C[C@@H]2C(C)C)o1,11,-0.4,0.2,-8
COc1ccc(C(=O)N/C(=C\c2ccc(F)cc2)C(=O)Nc2cccc([N+](=O)[O-])c2)cc1,13,-1.5,0.3,-4
CC(=O)OCCNc1cc(Sc2ccc([N+](=O)[O-])cc2)c2nonc2c1[N+](=O)[O-],-1,0.1,0.0,2
O=C1C2C(C(=O)N1Cc1ccccc1)C1C(c3ccccc3)=C(c3ccccc3)C2C2C(=O)N(Cc3ccccc3)C(=O)C21 (stereo not given),12,1.7,0.1,7
O=C(Cc1ccccc1)N1CCC2(CC1)NC(=O)N(Cc1ccc(F)cc1)C2=O,-6,0.4,-0.1,14
COc1cc(C(=O)Nc2cc(C(N)=O)cc(C(N)=O)c2)ccc1OCCC(C)C,-2,-1.2,0.0,-7

Continued:
smiles,MITF primary,GPR151 activ,FBW7 activator,TEAD-YAP block
CC(C)S(=O)(=O)N1CC[C@@H]2[C@H](CCCN2Cc2ccc(Sc3nncn3C)o2)C1,1,-0.9,-0.2,9
CC(=O)c1ccc(NC(=O)c2sc3nc4c(cc3c2N)CCCC4)cc1,-5,1.3,-0.1,-26
COc1ccc(-n2c(C)c(C(C)=O)c3cc(OC)ccc32)cc1,7,0.7,-0.1,6
CC(C)(C)c1ccc(C(=O)NCCC(=O)NCc2ccc(F)cc2)cc1,-9,0.5,0.0,2
Cc1cnc(N2CCc3ccccc3C2)nc1NCc1cccc(C(F)(F)F)c1,2,-1.6,0.1,-2
COC(=O)CC1C(=O)NCCN1C(=S)Nc1cc(C)cc(C)c1 (stereo not given),7,-0.6,0.1,-1
Cc1c(CNC2CCCC2)c(C(=O)O)c(C)n1Cc1cccc(Cl)c1,18,-0.8,0.8,6
NS(=O)(=O)c1ccc(NC(=O)c2cc(-c3ccncc3)nc3ccccc23)cc1,19,0.6,0.3,10
CC(C)CN(CC(C)C)C(=O)c1cc(S(=O)(=O)N2CCCCC2)c[nH]1,5,0.7,-0.1,1
Cc1cccc(C)c1N(CC(=O)NCCSCc1ccc(Cl)cc1)S(C)(=O)=O,8,-0.5,-0.1,7
Cc1cc(C)cc(NS(=O)(=O)c2c[nH]c3ccc([N+](=O)[O-])cc23)c1,7,0.5,0.2,-6
COc1ccc(Cl)cc1-c1n[nH]c(=S)n1-c1ccccc1,13,-1.2,0.4,-5
Cc1cc(C(=O)CCl)c(C)n1CC(N)=O,-5,-0.6,0.3,-3
COc1cccc(/C=N/NC(=O)c2ccoc2C)c1,12,-7.5,-0.1,-33
O=C(NCCN1CCOCC1)C1CCN(c2ccc(NCc3ccc4c(c3)OCO4)nn2)CC1,23,0.2,0.1,2
Cc1ccc(-c2cc(O)cc3sc(=O)oc23)cc1,1,2.1,-0.1,-8
CCCn1c(SCC(=O)N2CCOCC2)nnc1-c1ccc(Cl)cc1,12,-2.0,0.9,-6
CCCCOC(=O)C1=C(C)NC2=C(C(=O)CCC2)C1c1cc(OC)c(OC)cc1Br (stereo not given),4,0.1,0.1,9
COc1ccc(C2CC(=O)Nc3ccc4ccccc4c32)c(I)c1O (stereo not given),15,0.0,0.5,5
Cc1cccc(C(=O)NC2CCS(=O)(=O)C2)c1 (stereo not given),-3,0.3,0.0,11
Cc1ccc(/C=C2/C(=O)N(C)C(=S)N(c3ccccc3)C2=O)s1,23,1.0,0.0,10
C=CCNCCC1CCC(=O)N1Cc1ccc(C(F)(F)F)cc1F (stereo not given),4,-0.1,-0.2,10
CCOc1ccc(Nc2c3c(nc4ccc(C)cc24)CCC3)cc1,4,-1.2,0.1,13
COc1ccc(C(=O)NCC(C)(C)CO)cc1OC1CCN(C(C)C)CC1,22,-1.5,0.4,-2
CCc1ccc(Nc2nc(N)nc(CSC(=S)N3CCN(C)CC3)n2)cc1,10,0.6,0.1,-38
O=c1[nH]nc(SCc2c(F)cccc2[N+](=O)[O-])c(=O)[nH]1,7,0.5,0.0,1
O=C1c2c([N+](=O)[O-])cc([N+](=O)[O-])cc2S(=O)N1Cc1ccccc1 (stereo not given),-10,0.6,0.1,-8

Individual results from the entries so far:
`CCCCOC(=O)C1=C(C)NC2=C(C(=O)CCC2)C1c1cc(OC)c(OC)cc1Br` (stereo not given) @ MITF primary = 4
`Cc1cccc(C(=O)NC2CCS(=O)(=O)C2)c1` (stereo not given) @ GPR151 activ = 0.3
